MCF10A rereplic = induces DNA re-replication in MCF 10a normal breast cells; MCF 10A DNA re-replication, Hoechst nuclear intensity, 48 h; Potency, µM (top dose mostly 46.1 µM), inactives show at the highest dose activity, positive = re-replication, most hits filed as activators; hit rate 2.9% among 350,000; AID 624296; further: potency means the concentration at half of the fitted maximal effect; % of control where 0% means no effect; nearly all actives have a fitted effect of over 50% in size
TGFb inhibitor = inhibitors of TGF-b signaling; AID 588855; Potency, µM (top dose mostly 46.1 µM), for the others: top-dose activity, negative = inhibition, most hits filed as inhibitors; hit rate 1.2% among 410,000; HepG2 CAGA-GFP TGF-b/SMAD3 reporter, GFP fluorescence, 18 h; TGF-beta stimulated, 500 pg/mL final; further: potency means the concentration at half of the fitted maximal effect; on the % scale 0 is the no-effect control and ±100 the full control effect; nearly all actives have a fitted effect of over 65% in size
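Cell-based qHTS in HEPG2 carrying a CAGA-GFP Smad reporter; compounds added before 500 pg/mL final TGF-beta, 18 h incubation at 37 degrees C, GFP fluorescence quantified per cell by imaging cytometry.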
ATXN2 expr inh = inhibitors of ATXN2 expression | HEK-293 ATXN2-luciferase reporter, luminescence, 24 h | Potency, µM (highest dose often 57 µM), inactives show at the highest dose activity change, negative = inhibition, hits mostly inhibitors | hit rate 0.72% among 360,000; further: potency means the concentration at half of the fitted maximal effect; on the % scale 0 is the no-effect control and ±100 the full control effect; nearly all actives have a fitted effect of over 55% in size
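ATXN2-luciferase reporter cells (luciferase flanked by upstream and downstream ATXN2 gene portions) were treated 24 h at 37 °C with compounds at up to 57 uM. SteadyGlo luminescence gave expression; GF-AFC fluorescence gave viability.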
IL1B secr inh = inhibitors of inflammasome signaling (IL-1 beta secretion) | THP-1 LPS/ATP IL-1B secretion, AlphaLISA, 16 h; stronger effect = lower value | AID 743279 | hit rate 4.7% among 360,000 | activity change, % at 57.5 µM; in the data active means activity change below about -50%; inconclusive means mostly about -30% to -49%; further: on the % scale 0 is the no-effect control and ±100 the full control effect
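Secreted IL-1B measured by AlphaLISA bead assay after 16 h compound exposure of THP-1 cells; compounds (final up to 57.5 uM) added 1 h before LPS (250 ng/mL) and ATP (1.25 mM) stimulation; lower signal means less secretion.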
Nrf2 ARE act = activates Nrf2 signaling | hit rate 0.31% among 410,000 | AREc32 ARE-luciferase reporter (MCF7-derived line), luminescence, 24 h | AID 624171 | Potency, µM (doses to about 46.1 µM), for inactives: at the highest dose activation, usual class: activators; further: potency means the concentration at half of the fitted maximal effect; % of control where 0% means no effect; nearly all actives have a fitted effect of over 65% in size
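Luminescent ARE reporter assay in AREc32_Fluc cells: overnight plating at 37 deg C, 24 hr compound incubation, Steady-Glo added, 30 min RT before reading.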
Nrf2 inh = Nrf2 pathway inhibition | Potency, µM (titrated, usually from 46 µM), without a hit: at the top dose activity change, negative = inhibition, most hits filed as inhibitors | AID 504444 | A549 ARE-Fluc reporter, luciferase luminescence, 18-24 h | hit rate 2.1% among 360,000; further: potency means the concentration at half of the fitted maximal effect; on the % scale 0 is the no-effect control and ±100 the full control effect; nearly all actives have a fitted effect of over 60% in size
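Nrf2 activity is the BugLite luminescence, read 15 min after reagent at room temperature, following CellTiter-Fluor cytotoxicity readout (30 min, 37C). Compound titrations were applied for 18-24 h to 5000 A549 ARE_Fluc cells/well in 5% FBS OPTI-MEM.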
HepG2 viability = counter-screen for TGF-b inhibitors: cytotoxicity in HepG2 cells; HepG2 CAGA-GFP viability, ATP luminescence, 18 h; Potency, µM (highest dose often 46.1 µM), for the others: at the highest dose activity change, negative = cytotoxicity, actives largely listed as cytotoxic; hit rate 0.76% among 410,000; further: potency means the concentration at half of the fitted maximal effect; some results filed as inactive show a strong effect at the top dose
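HepG2 CAGA-GFP cells (1000/well, DMEM with 1% FBS) received compound, then TGF-beta at 500 pg/mL final, and were incubated 18 hours at 37 degrees C. Viability was read by CellTiter-Glo luminescence. Media-only wells were set as complete cell-killing and DMSO as no toxicity.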
ATXN viability = viability counter-screen for ATXN expression inhibitors. S2 cells (HEK-293 line with an ATXN2-luciferase reporter) viability, CellTiter-Fluor protease fluorescence, 24 h. Potency, µM (doses to about 56.7 µM), hits mostly cytotoxic. hit rate 0.49% among 400,000. AID 651635; further: potency means the concentration at half of the fitted maximal effect; nearly all actives have a fitted effect of over 40% in size
A549 tox = A549 cytotoxicity, counter-screen for Nrf2 inhibitors | A549 ARE-Fluc cells, CellTiter-Fluor viability, 18-24 h | Potency, µM (top dose mostly 46 µM), for inactives: top-dose activity change, negative = cytotoxicity, hits mostly inhibitors | hit rate 0.16% among 390,000; further: potency means the concentration at half of the fitted maximal effect; on the % scale 0 is the no-effect control and ±100 the full control effect
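A549 ARE_Fluc cells in 5% FBS OPTI-MEM were exposed to compounds in concentration-response for 18-24 h at 37 deg C. Viability was read by CellTiter-Fluor fluorescence (Ex 405/Em 525) after 30 min, before the luciferase read.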
The depositor's hits bear a star; i = inactive; ? = inconclusive; / = not tested or not shown; & = joins results of further samples; [ ] = dose if it differs, or a comment. Unless noted, the call rests on the fitted dose curve; in most records, active means well fitted curve in the direction sought with a large enough effect; inconclusive means small, poorly fitted or top-dose-only effect, or another doubt; inactive means no such curve, though single readings can be large; an effect the other way counts as inactive or inconclusive. No enrichment for hits; about 8.8% have a hit in one of these screens.

SMILES | MCF10A rereplic | TGFb inhibitor | ATXN2 expr inh | IL1B secr inh | Nrf2 ARE act | Nrf2 inh | HepG2 viability | ATXN viability | A549 tox
COC(=O)C(NC(C)=O)(Nc1ccc(C)cn1)C(F)(F)F (stereo not given) | -6.7% | -8.3% | -2.3% | 21.9 | -0.2% | 5.4% | -14.2% | i | 0.9%
CC1(C)CC2CC(C)(CN2S(=O)(=O)c2ccc(N)cc2)C1 (stereo not given) | -1.0% | -10.0% | -11.0% | -15.0 | 0.2% | -23.9% | -19.4% | i | -9.3%
CCOC(=O)[C@H]1[C@H]2COc3ccc(OC)cc3[C@H]2N2C(=O)CNC(=O)[C@@]12C | 20.7% | 3.3% | -0.5% | 17.5 | 0.3% | 5.6% | 2.7% | i | 8.0%
CCN(CC)CC#CCC(OC)(c1ccccc1)c1ccccc1 | -1.7% | 9.6% | -7.1% | 11.8 | -0.1% | 0.2% | -7.5% | i | -0.3%
CCOc1ccc(NC(=S)N(CCc2ccncc2)C(C)C)cc1 | -2.8% | -3.5% | / | 0.0 | -0.3% | 9.7% | -0.1% | i | 17.0%
CC1CN=C(NS(=O)(=O)c2ccccc2)N1 (stereo not given) | / | -6.9% | / | -13.8 | -0.1% | / | -20.4% | i | /
COC(=O)c1ccc(OCC(=O)c2ccccc2OC)cc1 | -3.8% | 0.4% | 12.1% | -3.0 | 0.4% | -18.9% | 6.6% | i | -15.1%
COC(=O)c1ccc(N=NN2CCCCC2)cc1 | -57.3%[inhibitor] | -0.3% | 25.0% | -6.7 | 0.4% | ? | -2.1% | i | 3.5%
O=C(C(NS(=O)(=O)c1cccc2nsnc12)c1ccccc1)N1CCN(c2ccccn2)CC1 (stereo not given) | 0.6% | ? | 1.3% | 8.0 | 0.0% | ? | -25.7% | i | -2.7%
O=C(O)CN1C(=O)/C(=C\c2cccc(OCc3ccc(F)cc3)c2)SC1=S | ? | 0.0% | 9.5% | 13.2 | 1.8% | -8.0% | -19.7% | i | -11.0%
CCn1c(C)cc(/C=C2\NC(=O)N(Cc3ccccc3)C2=O)c1C | 15.8% | 4.7% | 4.9% | -7.3 | -0.1% | 2.8% | 1.7% | i | -2.0%
CCCc1nc2nc(C)c(NS(=O)(=O)c3ccc(CC(C)C)cc3)c(=O)n2[nH]1 | -2.8% | -1.7%&0.6% | 4.7%&-5.7% | -5.6 | 0.1%&0.2% | 2.4%&1.2% | -0.6%&4.3% | i | 7.6%&2.8%
CCOc1cc(C(=O)Nc2nnc(S(=O)(=O)N3CCOCC3)s2)cc(OCC)c1OCC | 4.5% | 25.6% | 11.4% | 59.1 | 0.1% | ? | -1.0% | i | -3.2%
[N-]=[N+]=CC(=O)C(Cc1ccccc1)N1C(=O)c2ccccc2C1=O (stereo not given) | 13.1% | 18.9% | 9.2% | -14.7 | 0.1% | / | -1.7% | i | ?
O=C(NCC1CCCN1S(=O)(=O)c1ccccc1)c1cccc(Cl)c1 (stereo not given) | 18.1% | 2.1% | -14.8% | -21.8 | -0.6% | -23.1% | -9.3% | ? | -0.2%
Cc1cccc(OCC(=O)N2CCN(C(=O)COc3ccc(Cl)cc3)CC2)c1 | 5.0% | 5.1% | 0.8% | -1.3 | -0.2% | ? | -0.8% | i | -0.5%
COc1ccc(Br)c2c1-c1nc(NC(=O)c3ccc(F)cc3)sc1C2 | / | 2.6% | -4.7% | / | 6.0% | -17.7% | 6.9% | i | 0.5%
C/C(=N\OCC(=O)Nc1ccc(OC(F)(F)F)cc1)c1ccc2c(c1)OCCO2 | ? | -25.9% | -10.5% | -69.4* | 0.3% | 0.2% | -20.2% | i | 2.8%
CCCSCCCNC(=O)C1CCN(c2nc3ccccc3nc2C(F)(F)F)CC1 | / | ? | 1.0% | / | -0.3% | -2.6% | -5.4% | i | 8.8%
COc1ccc(CCNC(=O)Oc2ccccc2)cc1OC | -0.3% | -16.5% | / | 0.1 | -1.2% | 4.3% | -0.3% | i | 0.7%
O=C(/C=C/c1cccs1)N1CCN(c2ccccc2)CC1 | 4.7% | -7.1% | -0.5% | -8.5 | -0.1% | -6.9% | -8.0% | ? | 1.0%
CCOc1cccc(-n2nnnc2-c2ccc(OC)cc2)c1 | 6.51µM* | -9.2% | -16.6% | 109.4 | 0.1% | -26.0% | -9.8% | ? | -27.1%
CC1=C(C(=O)OC(C)C)C(c2ccsc2)NC(=O)N1C (stereo not given) | 0.8% | 11.6% | -3.0% | 0.3 | -0.4% | -11.1% | -24.7% | i | 2.4%
CCOc1ccccc1NS(=O)(=O)c1ccc(-n2cccn2)cc1 | 5.6% | -3.1% | 2.1% | 30.5 | 0.3% | -6.2% | -17.7% | i | 8.5%
COc1ccc(NC(=O)Nc2c(C)n(C)n(-c3ccccc3)c2=O)cc1OC | -0.2% | -20.3% | -1.5% | i | -0.5% | -1.6% | 2.6% | i | 1.3%
O=C(Nc1ccc(Cl)cc1)OCCn1nnnc1C(c1ccccc1)N1CCOCC1 (stereo not given) | ? | -12.3% | -19.3% | -7.0 | 2.9% | -11.1% | -7.3% | i | 3.4%
CC1CCN(S(=O)(=O)N2CCC(C(=O)NC(C)c3ccccc3)CC2)CC1 (stereo not given) | / | -7.2% | / | 12.1 | -0.7% | / | -7.4% | i | /
O=C(Cc1ccc(Cl)c(Cl)c1)NC1CCCCCC1 | ? | ? | 42.4%[activator] | ? | 3.5% | 0.7% | -12.0% | i | 0.5%
COc1ccc(CCNS(=O)(=O)c2ccc(OC)c(OC)c2)cc1OC | ? | 12.2% | 4.1% | 0.0 | 0.4% | -3.4% | -24.7% | i | 11.1%
COC(=O)C(=C/C=C/c1ccco1)C(=O)OC | -1.7% | ? | -4.2% | 15.2 | ? | 1.3% | -13.4% | i | 1.7%
Nc1nc(CN2CCN(c3ccccc3F)CC2)nc(Nc2ccccc2)n1 | 4.6% | -9.2% | 2.2% | -7.0 | -0.5% | ? | -6.4% | i | 23.9%
CN(Cc1nccn1C)C(=O)CC1C(=O)NCCN1Cc1ccc(F)cc1Cl (stereo not given) | 0.2% | 5.9% | -3.8% | 0.0 | -0.3% | 6.9% | 11.9% | ? | -3.8%
CC1(C)Cc2cccc(Oc3cc(NN4CCCCC4)c([N+](=O)[O-])cc3[N+](=O)[O-])c2O1 | 0.3% | -0.5% | -4.6% | -1.7 | -0.8% | ? | -1.0% | i | -5.3%
Cc1ccc(-n2ncc(C(=O)NCCN3CCCC3)c2C2CCN(C(=O)OC(C)(C)C)CC2)cc1C | / | 0.0% | / | / | 6.0% | 5.4% | -37.7% | / | -15.4%
CCCN(C)C[C@@H]1OCCCC[C@@H](C)Oc2ccc(NC(=O)c3ccccc3)cc2C(=O)N([C@H](C)CO)C[C@@H]1C | / | ? | -20.1% | -15.1 | -0.1% | / | -28.2% | ? | /
CNC(=O)c1cc2n(n1)CCCN(Cc1ccc(F)cc1)C2=O | / | 6.4% | -6.7% | / | 0.6% | / | 5.1% | i | 7.3%
Cc1ccc(NC(=O)COc2ccc(-c3nnco3)cc2)cc1S(=O)(=O)N1CCOCC1 | / | -1.0% | -17.4% | -23.3 | -0.2% | 23.1µM* | 1.7% | i | 0.7%
CC(Sc1nc2scc(-c3ccccc3)c2c(=O)[nH]1)C(=O)NC(N)=O (stereo not given) | 8.3% | 0.0% | -6.2% | 5.3 | 2.9% | -9.3% | -4.7% | i | -0.6%
CC/C(O)=C1\C(=O)CC(C)(C)CC1=Nc1ccccc1C | 7.3% | -14.8% | 1.1% | -6.7 | -0.2% | -6.8% | 8.5% | i | 17.7%
COc1ccc(F)cc1C1=CC(=O)C[C@H](c2ccc3c(c2)OCO3)C1 | ? | -9.5% | -13.0% | 18.7 | -0.2% | 2.8% | 2.0% | i | 1.4%
CC(C)CC(NC(=O)c1ccc(Cl)cc1)C(=O)OCC(=O)c1ccc2c(c1)NC(=O)CO2 (stereo not given) | ? | 11.2µM* | 25.1µM* | -85.7* | 0.0% | 16.4µM* | 3.16µM* | 22.4µM* | 20.6µM*
CCNC(=O)C1CCCN(c2nn3cc(-c4ccc(C)cc4)nc3s2)C1 (stereo not given) | / | ? | / | / | -3.0% | ? | -16.5% | / | 10.8%
Cc1nc(Oc2ccccc2)c2ccsc2n1 | -1.4% | ? | 17.8% | 9.7 | 3.8% | 17.7% | -3.5% | i | 11.9%
O=C(C[C@H]1C[C@H](C(=O)N2CCOCC2)[C@@]2(CCC3CCCC3)c3[nH]c4cc(-c5ccco5)ccc4c3CCN2C1=O)NCc1cccc(C(F)(F)F)c1 | -9.9% | ? | -31.5% | -52.8* | 0.5% | ? | 1.4% | ? | -29.5%
CCOC(=O)C(C)Sc1ncnc2nc[nH]c12 (stereo not given) | -2.8% | ? | 5.1% | 0.0 | -0.7% | 7.0% | -22.9% | i | -1.5%
Cc1cc(C)c(NC(=O)CCn2c(=O)c3cccn3c3ccccc32)c(C)c1 | / | -12.0% | / | / | 4.2% | ? | -22.5% | / | ?

Among those listed so far, two contain a furan ring, fused or not.
SMILES | MCF10A rereplic | TGFb inhibitor | ATXN2 expr inh | IL1B secr inh | Nrf2 ARE act | Nrf2 inh | HepG2 viability | ATXN viability | A549 tox
COC(=O)C(=C/C=C/c1ccco1)C(=O)OC | -1.7% | ? | -4.2% | 15.2 | ? | 1.3% | -13.4% | i | 1.7%
O=C(C[C@H]1C[C@H](C(=O)N2CCOCC2)[C@@]2(CCC3CCCC3)c3[nH]c4cc(-c5ccco5)ccc4c3CCN2C1=O)NCc1cccc(C(F)(F)F)c1 | -9.9% | ? | -31.5% | -52.8* | 0.5% | ? | 1.4% | ? | -29.5%

Source: PubChem
